# USP7 inh = human USP7 deubiquitinase inhibition | AID 1645854 | Q93009 | 47,000 compounds, 0.3% hits | inhibition, % at 20 µM | purified USP7, Ub-rhodamine cleavage fluorescence
# USP17 inh = blocks human USP17 ubiquitin-rhodamine cleavage. inhibition, % at 50 µM. purified USP17, Ub-rhodamine cleavage fluorescence, 3 h. 47,000 compounds, 6.5% hits. A8MUK1
# USP10 inh = inhibitors of human USP10 deubiquitinase; Q14694; purified USP10, Ub-rhodamine fluorescence, 60 min; inhibition, % at 20 µM; 47,000 compounds, 1.1% hits; AID 1645856
# Target sequence (Q14694 whole entry, looked up): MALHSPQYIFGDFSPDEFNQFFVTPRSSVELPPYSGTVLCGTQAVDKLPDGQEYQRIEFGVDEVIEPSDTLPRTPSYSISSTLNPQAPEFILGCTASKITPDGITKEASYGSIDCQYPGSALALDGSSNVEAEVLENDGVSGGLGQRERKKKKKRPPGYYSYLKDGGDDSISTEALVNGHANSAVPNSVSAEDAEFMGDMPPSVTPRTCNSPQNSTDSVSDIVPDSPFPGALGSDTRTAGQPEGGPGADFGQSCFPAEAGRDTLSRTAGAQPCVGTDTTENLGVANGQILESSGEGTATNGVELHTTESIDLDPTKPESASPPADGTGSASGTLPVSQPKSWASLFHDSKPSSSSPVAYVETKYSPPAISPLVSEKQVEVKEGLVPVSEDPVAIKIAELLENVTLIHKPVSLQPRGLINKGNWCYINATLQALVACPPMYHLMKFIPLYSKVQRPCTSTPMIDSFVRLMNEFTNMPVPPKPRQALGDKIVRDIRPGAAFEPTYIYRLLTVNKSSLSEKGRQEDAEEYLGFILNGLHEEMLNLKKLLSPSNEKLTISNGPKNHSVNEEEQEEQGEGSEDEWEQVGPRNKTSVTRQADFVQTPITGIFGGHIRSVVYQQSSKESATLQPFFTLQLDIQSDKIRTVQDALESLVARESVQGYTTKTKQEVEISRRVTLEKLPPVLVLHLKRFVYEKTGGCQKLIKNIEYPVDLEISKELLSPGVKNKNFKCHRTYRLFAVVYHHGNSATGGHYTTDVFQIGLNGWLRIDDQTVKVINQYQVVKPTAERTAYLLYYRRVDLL
# USP30 inh = inhibitors of human USP30 deubiquitinase | Q70CQ3 | purified USP30, Ub-rhodamine cleavage fluorescence | inhibition, % at 25 µM | 47,000 compounds, 5.3% hits | AID 1645860
# USP8 block = human USP8 deubiquitinase inhibition | purified USP8, Ub-rhodamine cleavage fluorescence, 30 min | inhibition, % at 20 µM | 47,000 compounds, 4.2% hits | AID 1645853
# UCHL1 inh = inhibitors of human UCHL1 deubiquitinase. purified UCHL1, Ub-rhodamine cleavage fluorescence. inhibition, % at 20 µM. 47,000 compounds, 0.2% hits. AID 1645859
# Target sequence (P09936 whole entry, looked up): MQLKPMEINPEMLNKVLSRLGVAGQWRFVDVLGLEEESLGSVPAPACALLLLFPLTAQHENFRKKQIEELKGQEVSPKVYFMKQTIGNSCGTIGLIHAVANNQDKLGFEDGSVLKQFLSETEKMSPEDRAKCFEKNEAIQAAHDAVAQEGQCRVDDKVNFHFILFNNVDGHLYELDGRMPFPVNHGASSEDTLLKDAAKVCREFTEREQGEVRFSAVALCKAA
# OTUD3 inh = blocks human OTUD3 ubiquitin-rhodamine cleavage. purified OTUD3, Ub-rhodamine fluorescence, 2 h. Q5T2D3. inhibition, % at 25 µM. 47,000 compounds, 0.7% hits. AID 1645858
# USP28 block = inhibitors of human USP28 deubiquitinase; Q96RU2; purified USP28, Ub-rhodamine cleavage fluorescence, 30 min; inhibition, % at 25 µM; 47,000 compounds, 3% hits; AID 1645857
# * = called active by the depositor; i = inactive; x = no result given. Cut-off read from the data, not from the text of the source: active = inhibition above about 30%; inactive = the rest.
# The first 2 records, to show the layout:
1	Cc1cc(C(=O)N2CCOC3(CC=CCN(CCc4ccccc4)C3=O)C2)nc(N(C)C)n1 (centres undefined)
2	CCOC(=O)C1CCN(C(=O)c2c[nH]c3ccc(S(=O)(=O)N(CC)c4ccc(F)cc4)cc3c2=O)CC1

compound no.	1	2
USP7 inh	-4	0
USP17 inh	-11	-34
USP10 inh	-13	-6
USP30 inh	-38	-25
USP8 block	-2	-80
UCHL1 inh	0	-1
OTUD3 inh	-8	-11
USP28 block	-10	-17

# The list itself, previewed entries included:
1	Cc1cc(C(=O)N2CCOC3(CC=CCN(CCc4ccccc4)C3=O)C2)nc(N(C)C)n1 (centres undefined)
2	CCOC(=O)C1CCN(C(=O)c2c[nH]c3ccc(S(=O)(=O)N(CC)c4ccc(F)cc4)cc3c2=O)CC1
3	c1ccc(CN(Cc2ccccc2)c2ccccc2)cc1
4	COc1ccc2nc(C(=O)N3CCN(C4CCCCC4)CC3)cn2n1
5	Cc1onc(-c2ccccc2)c1C(=O)N1CCN(c2ccccn2)CC1

compound no.	1	2	3	4	5
USP7 inh	-4	0	-1	0	0
USP17 inh	-11	-34	-6	-12	7
USP10 inh	-13	-6	-2	-4	1
USP30 inh	-38	-25	-34	-17	14
USP8 block	-2	-80	0	-2	8
UCHL1 inh	0	-1	-5	-2	0
OTUD3 inh	-8	-11	-1	-6	13
USP28 block	-10	-17	4	-3	15

6	COCCNc1ncnc2c1sc1nc(-c3ccccc3)c3c(c12)CCC3
7	COCCNC(=O)COc1cccc(-c2nc(-c3ccc(C)cc3)no2)c1
8	Cc1oncc1CN1CCN(C(=O)c2n[nH]c3c2CCCC3)CC1
9	CCNc1cc(N2CCCC(CCC(=O)N(C)Cc3ccccc3)C2)ncn1 (centres undefined)
10	O=C1CCCN1c1ccc(Cn2cc(-c3nc(-c4cnccn4)no3)ccc2=O)cc1

compound no.	6	7	8	9	10
USP7 inh	-9	-9	-5	-1	6
USP17 inh	-5	6	-9	-22	0
USP10 inh	-12	-4	-4	-5	1
USP30 inh	-99	20	-34	-6	7
USP8 block	-6	8	-6	-202	0
UCHL1 inh	-13	2	-4	1	2
OTUD3 inh	-14	6	-13	8	0
USP28 block	-25	2	-13	0	-4

11	Cc1ccc(N2CCO[C@@H]3CN(Cc4ccccn4)CC[C@@H]3C2)nn1
12	Cn1cc(C(=O)N[C@@H]2C[C@H](O)[C@@H](N3CCc4ccccc4C3)[C@@H]2O)cn1
13	Cc1ccc(CNC(=O)c2nc(CS(=O)(=O)c3ccccc3)no2)o1
14	Cc1ccc(OCC(=O)N2CCC(c3nc4c(nnn4Cc4cccc(F)c4)c(=O)[nH]3)CC2)cc1
15	CO\C=C(C(=O)OC)/C(C)=C\C=C\c1ccc(OCC=C(C)C)c(O)c1

compound no.	11	12	13	14	15
USP7 inh	-5	4	0	-29	4
USP17 inh	-30	4	-1	19	40*
USP10 inh	-6	0	0	16	21
USP30 inh	-131	16	-3	22	27
USP8 block	0	4	3	1	8
UCHL1 inh	-6	2	-4	5	7
OTUD3 inh	-26	11	2	4	7
USP28 block	-36	7	-2	16	22

16	Cc1cc(=O)c2c(O)cccc2o1
17	COc1ccc(CC(=O)N2CCC3(CC2)N=C(c2ccccc2)C(=O)N3)cc1
18	c1ccc(OCCNCC2CCCO2)cc1 (centres undefined)
19	O=C(c1ccc2nc(C(F)(F)F)[nH]c2c1)N1CCN(c2ccccn2)CC1
20	CCCN(C)S(=O)(=O)c1cc(-c2nnc(C3CCCC3)o2)co1

compound no.	16	17	18	19	20
USP7 inh	-15	4	-2	9	-2
USP17 inh	-55	5	-11	2	5
USP10 inh	-8	1	-3	4	-1
USP30 inh	-221	22	-12	13	-13
USP8 block	-103	-8	-12	1	-75
UCHL1 inh	-13	3	-1	5	0
OTUD3 inh	-26	9	-5	-1	14
USP28 block	-30	12	-7	1	8

21	COc1ccccc1N(CC(=O)NCc1ccc(F)cc1)C(=O)CCC(=O)Nc1ccccn1
22	Cc1cccc(Cn2c(=O)c3c(nc4[nH]c(C)c(C)n43)n(C)c2=O)c1
23	Cc1ccc(Cl)cc1N1CCN(C(=O)CN2C(=O)CN(C)C(=O)c3ccccc32)CC1
24	COc1ccccc1N1CCN(CC(O)c2ccc3c(c2)OCO3)CC1 (centres undefined)
25	Cc1ccc(NC(=O)Cc2nc(-c3ccccc3)n[nH]2)cc1

compound no.	21	22	23	24	25
USP7 inh	-26	-2	-5	0	2
USP17 inh	3	-29	-20	-15	x
USP10 inh	0	-5	-3	5	1
USP30 inh	35*	-10	-10	-21	44*
USP8 block	-3	-185	-17	8	16
UCHL1 inh	4	-1	-4	0	1
OTUD3 inh	2	-5	-13	-9	1
USP28 block	7	-7	-10	-8	-4

# Profiles, looked up by structure. Order of values: USP7 inh | USP17 inh | USP10 inh | USP30 inh | USP8 block | UCHL1 inh | OTUD3 inh | USP28 block
# `COc1ccccc1N1CCN(CC(O)c2ccc3c(c2)OCO3)CC1` (centres undefined) is listed as 0 | -15 | 5 | -21 | 8 | 0 | -9 | -8
# `Cc1ccc(NC(=O)Cc2nc(-c3ccccc3)n[nH]2)cc1` is listed as 2 | x | 1 | 44* | 16 | 1 | 1 | -4
# `Cc1cccc(Cn2c(=O)c3c(nc4[nH]c(C)c(C)n43)n(C)c2=O)c1` is listed as -2 | -29 | -5 | -10 | -185 | -1 | -5 | -7
# `Cc1ccc(Cl)cc1N1CCN(C(=O)CN2C(=O)CN(C)C(=O)c3ccccc32)CC1` is listed as -5 | -20 | -3 | -10 | -17 | -4 | -13 | -10
# `COc1ccccc1N(CC(=O)NCc1ccc(F)cc1)C(=O)CCC(=O)Nc1ccccn1` is listed as -26 | 3 | 0 | 35* | -3 | 4 | 2 | 7

# Going on with the list:
26	CC(C)CC(NC(=O)c1ccc(Cl)cc1Cl)c1nc2ccccc2[nH]1 (centres undefined)
27	CC(C)Oc1ccc(C2CNCCN2Cc2cnc[nH]2)cc1 (centres undefined)
28	CCc1cccc(NC(=O)c2ccc(SCCN3CCOCC3)nc2)c1
29	CCN1[C@H]2CCN(C(=O)C3(C#N)CC3)CC[C@@H]2Oc2ccccc2S1(=O)=O
30	Cn1nc(C2CCCN(C(=O)CCc3ccccc3)C2)c2nccnc21 (centres undefined)

compound no.	26	27	28	29	30
USP7 inh	-1	5	-2	1	-2
USP17 inh	69*	9	2	-13	-15
USP10 inh	13	2	-1	0	0
USP30 inh	-45	23	15	-5	-4
USP8 block	89*	12	3	-11	0
UCHL1 inh	14	1	1	0	-3
OTUD3 inh	-3	14	3	-1	0
USP28 block	4	2	17	0	2

31	Cc1nc(-c2ccccc2)n(Cc2ccccc2F)c(=O)c1CCO
32	CCCCN(C)CCN1C(=O)C2C(C(=O)Nc3cccc(SC)c3)C3C=CC2(O3)C1C(=O)NC1CCCCC1 (centres undefined)
33	Cc1[nH]c(C(=O)Nc2ccc(F)cc2)c(C)c1S(=O)(=O)N1CCOCC1
34	COc1ccc(C2c3[nH]c4ccccc4c3C[C@H]3C(=O)N(CCCc4ccccc4)CC(=O)N23)cc1 (some centres undefined)
35	CC(=O)N1CCc2cc(S(=O)(=O)NCCC(=O)Nc3ccc(C)c(C)c3)ccc21

compound no.	31	32	33	34	35
USP7 inh	-59	-19	-3	-10	0
USP17 inh	x	0	-2	-51	-4
USP10 inh	12	1	3	-13	-2
USP30 inh	-3	21	1	-200	-15
USP8 block	-1	-39	6	-26	-207
UCHL1 inh	10	4	1	-20	1
OTUD3 inh	-12	25	4	-48	-4
USP28 block	18	19	6	-63	-4

36	COc1ccc2[nH]c3c(c2c1)CCN1C(=O)N(c2ccccc2C(=O)NCC2CCCO2)C(=O)[C@]31C (some centres undefined)
37	COCCCNS(=O)(=O)c1ccc(-c2cc(C(F)(F)F)on2)s1
38	COC(=O)CC(NS(=O)(=O)c1cccs1)c1ccc2c(c1)OCO2 (centres undefined)
39	CCOc1ccccc1Oc1nnnn1-c1ccccc1
40	Cc1nc(/C=C/C(=O)Nc2ccccc2Cn2cccn2)cs1

compound no.	36	37	38	39	40
USP7 inh	-4	0	0	-9	-1
USP17 inh	-11	1	7	21	-25
USP10 inh	-1	0	1	5	-2
USP30 inh	-16	x	x	27	-24
USP8 block	-34	1	0	21	-7
UCHL1 inh	-2	3	0	1	-2
OTUD3 inh	-3	2	5	23	-5
USP28 block	-10	x	x	23	-23

41	COc1ccc(S(=O)(=O)N(CC(=O)Nc2c(F)cccc2F)c2cc(C)cc(C)c2)cc1OC
42	CSc1nc(NCc2ccccc2)c2sc3nc(N4CCOCC4)c4c(c3c2n1)CC(C)(C)OC4
43	O=C(c1nc2c(s1)CCCN2C(=O)c1cccnc1)N1CCCC1
44	Cc1cc2n(n1)C(c1ccccc1O)Nc1ccccc1-2 (centres undefined)
45	O=C(Nc1ccc(Oc2ccccc2F)cc1)C1CCN(Cc2cccc(O)c2)CC1

compound no.	41	42	43	44	45
USP7 inh	9	10	5	-2	1
USP17 inh	14	16	13	-11	10
USP10 inh	6	6	1	7	4
USP30 inh	23	-15	15	-15	23
USP8 block	19	16	3	3	12
UCHL1 inh	4	6	0	3	6
OTUD3 inh	3	25	15	-7	0
USP28 block	21	-8	17	6	26

46	Cc1cccc(C2c3[nH]c4ccccc4c3C[C@H]3C(=O)N(c4ccc5c(c4)OCCO5)C(=O)N23)c1 (some centres undefined)
47	O=C(Cc1ccc(F)cc1)Nc1nnc2n1CCCS2
48	Cc1nn(C)c(C(=O)NC(=O)Nc2ccccc2Cl)c1[N+](=O)[O-]
49	O=C(O)C1CCN(Cc2c(-c3ccccc3)nc3ccccn23)CC1
50	O=C(C1CCCN(S(=O)(=O)N2CCOCC2)C1)N1CCN(c2ccc(Cl)cc2)CC1 (centres undefined)

compound no.	46	47	48	49	50
USP7 inh	3	6	2	-4	-6
USP17 inh	-2	7	6	-20	5
USP10 inh	-3	0	3	-1	-5
USP30 inh	-15	19	17	-51	20
USP8 block	12	17	-37	-1	13
UCHL1 inh	3	0	3	-5	2
OTUD3 inh	0	22	18	-6	9
USP28 block	5	7	15	-16	11

51	Nc1c(C(=O)NCC2CCCO2)nnn1-c1ccccc1Cl (centres undefined)
52	O=C(c1ccncc1)N1CCC2(CC1)CC1(CO2)Nc2ccccc2-n2cccc21 (centres undefined)
53	O=C(NCc1ccc(F)cc1)N1CCC2(C1)Nc1cccnc1NC2=NCc1ccccc1 (centres undefined)
54	CNC(=O)C1(C)CN(C(=O)c2ccc3[nH]c(C)c(C)c3c2)CCO1 (centres undefined)
55	COc1ccc(CCNS(=O)(=O)c2csc(C(N)=O)c2)cc1OC

compound no.	51	52	53	54	55
USP7 inh	2	-4	-40	-4	4
USP17 inh	17	38*	-174	-134	2
USP10 inh	2	0	-9	-10	-1
USP30 inh	28	-79	i	-293	x
USP8 block	32*	71*	-307	-62	2
UCHL1 inh	2	0	-32	-6	1
OTUD3 inh	11	-9	-206	-65	9
USP28 block	10	-1	-258	-66	x

56	CCN1CC2(CC1=O)CN(C(=O)C(C)C)CCN(S(=O)(=O)Cc1ccccc1)C2 (centres undefined)
57	CC(OC(=O)CCc1nc2ccccc2[nH]c1=O)C(=O)Nc1cccc(Cl)c1Cl (centres undefined)
58	CC(C)N(C(=O)c1c([C@H](C)C(C)(C)O)ccc2ccccc12)C(C)C
59	CCn1c(CN2CCOCC2)nnc1SCC(=O)c1ccc(F)cc1
60	COc1cc(-c2cc(C(=O)NCCN3CCOCC3)c3ccccc3n2)cc(OC)c1OC

compound no.	56	57	58	59	60
USP7 inh	5	10	2	2	5
USP17 inh	-4	10	10	4	-5
USP10 inh	3	-4	2	1	-1
USP30 inh	23	-82	16	21	3
USP8 block	-76	-60	7	9	-17
UCHL1 inh	1	0	1	1	3
OTUD3 inh	14	-6	6	7	5
USP28 block	10	-15	5	6	0

# As entered above.
# compound 59 – USP8 block: 9
# compound 57 – USP8 block: -60
# compound 60 – USP28 block: 0
# compound 58 – USP28 block: 5
# compound 56 – OTUD3 inh: 14

# The results go on:
61	Cc1ccc(S(=O)(=O)NCCn2c(N)c(C#N)c3nc4ccccc4nc32)cc1
62	COc1ccccc1CN1C[C@H]2N(C)C(=O)c3ccccc3C(=O)[C@@]2(C)C1
63	O=C(Nc1cccc(Cl)c1)N1C[C@@H]2c3nccn3-c3ccccc3[C@@H]2C1
64	O=C(c1noc2ccc(S(=O)(=O)NCc3ccc(F)cc3)cc12)N1CCCCC1
65	O=C(CSc1n[nH]c2nc3ccccc3n12)Nc1ccc2[nH]c(=O)[nH]c2c1
66	O=C(Cc1ccccc1)Nc1ccc(-c2nc3cnccc3o2)c(O)c1

compound no.	61	62	63	64	65	66
USP7 inh	-60	-1	-142	-4	-47	32*
USP17 inh	40*	-4	-10	-13	-3	63*
USP10 inh	-10	0	0	4	10	-1
USP30 inh	-154	10	-2	0	-22	x
USP8 block	65*	-1	-3	-47	70*	74*
UCHL1 inh	-19	0	0	-3	5	0
OTUD3 inh	15	0	-17	-2	6	3
USP28 block	-46	-8	1	0	-4	x

# Source: PubChem BioAssay
